esBAF inh – SWI/SNF esBAF complex inhibition | 350,000 tested, 2% active | mouse ES cells, Bmi1-luciferase knock-in reporter, 24 h; 100% = twice the neutral-well signal | reporter increase, % at 12.5 µM; in the data active means activation above about 40%;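 further: 0% = median of the plate's neutral control wells and 100% = double that signal; a rise in the Bmi1 reporter signal indicates esBAF inhibition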
RAD54 branch – RAD54 (human) branch migration inhibition; Q92698; RAD54 Holliday junction branch migration, FAM/BHQ fluorescence; inhibition, % at 10.4 µM; 360,000 tested, 0.14% active; AID 602329;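 active means mean normalized replicate activity at least 40 and at least half of replicates scoring 40 or more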;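 further: 0% = median of neutral control wells and 100% = median of positive control wells; inhibitors cause a drop in the FAM fluorescence signal; in these data hits start at about 50%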
Target sequence (Q92698 whole entry, looked up): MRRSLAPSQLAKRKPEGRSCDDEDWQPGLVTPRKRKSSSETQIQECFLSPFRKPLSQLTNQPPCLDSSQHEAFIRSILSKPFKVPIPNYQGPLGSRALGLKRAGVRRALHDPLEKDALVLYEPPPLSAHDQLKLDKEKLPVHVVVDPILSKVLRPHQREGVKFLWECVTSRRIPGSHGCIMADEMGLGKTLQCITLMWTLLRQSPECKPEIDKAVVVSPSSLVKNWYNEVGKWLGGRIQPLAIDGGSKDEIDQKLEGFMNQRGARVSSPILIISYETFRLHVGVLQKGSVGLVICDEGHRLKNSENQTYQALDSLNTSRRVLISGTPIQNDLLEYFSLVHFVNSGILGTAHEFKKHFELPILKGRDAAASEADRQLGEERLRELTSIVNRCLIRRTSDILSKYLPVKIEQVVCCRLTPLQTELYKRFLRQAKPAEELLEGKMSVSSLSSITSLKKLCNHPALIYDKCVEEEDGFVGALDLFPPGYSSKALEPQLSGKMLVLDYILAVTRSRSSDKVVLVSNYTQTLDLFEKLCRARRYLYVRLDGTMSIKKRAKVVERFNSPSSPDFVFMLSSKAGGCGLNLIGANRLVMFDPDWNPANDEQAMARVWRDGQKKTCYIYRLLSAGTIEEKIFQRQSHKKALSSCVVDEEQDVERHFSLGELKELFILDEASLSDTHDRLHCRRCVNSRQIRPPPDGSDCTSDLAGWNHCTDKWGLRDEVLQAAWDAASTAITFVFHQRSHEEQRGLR
E-selectin induc – E-selectin induction on HUVECs; P16581; HUVEC E-selectin immunofluorescence imaging; normalized: neutral wells 0, TNF-alpha wells 100; activation, % at 7.58 µM; 260,000 tested, 0.37% active;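 active means mean E-selectin-positive cell signal at least 10% of the positive control, reached in at least 60% of replicates, without over 20% cell loss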;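 further: in these data hits start at about 27%; measured in HUVEC primary endothelial cells; signal is the percent of cells scored E-selectin positive by PE staining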
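Test system – human umbilical vein endothelial cells (HUVEC), E-selectin induction · Input – 3,000 HUVEC seeded per well · Buffer or medium – EGM-2, gelatin · Compound dosing – single-point compound dose · Detection – immunofluorescence imaging · Measure – percent E-selectin-positive cells · Controls – TNF-alpha high, DMSO low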
EWS-Fli inh – blocks EWS/Fli oncoprotein-driven transcription; A673 NR0B1-luciferase reporter, viability-normalised; 350,000 tested, 0.67% active; inhibition, % at 12.6 µM;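 active means mean inhibition of at least 50% after viability correction, with every replicate also passing that limit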;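 further: firefly luciferase signal divided by Alamar Blue viability fluorescence both relative to DMSO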
S100A4 MyoIIA – S100A4-myosin IIA interaction inhibition; AID 652163; S100A4/TAMRA-MyoIIA peptide fluorescence polarization; P26447; 360,000 tested, 0.14% active; inhibition, % at 10.7 µM;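 active means mean inhibition of at least 70% across replicates, with every replicate also reaching that level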
Target sequence (P26447 whole entry, looked up): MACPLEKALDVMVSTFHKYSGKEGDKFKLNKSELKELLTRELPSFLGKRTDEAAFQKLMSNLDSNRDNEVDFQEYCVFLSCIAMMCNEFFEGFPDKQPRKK
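System – human S100A4 monomer protein, biochemical binding assay · Buffer or medium – Calcium-containing HEPES buffer, pH 7.2 · Timing – 5 min between mix addition and reading · Also added – TAMRA-labelled myosin IIA heavy-chain peptide probe, 5 nM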
RAD52 inh – RAD52 (human) annealing inhibition; recombinant RAD52 DNA annealing, FRET fluorescence; inhibition, % at 18.7 µM; 360,000 tested, 0.46% active;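 active means every replicate showing at least 50% inhibition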
FN deposition inh – fibronectin deposition inhibition. AH1F fibroblasts, Alexa488-fibronectin deposition fluorescence, overnight. inhibition, % at 12.6 µM. 350,000 tested, 0.086% active;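 active means mean inhibition across replicates of 30% or more, regardless of how many single replicates reach that level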;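 further: positive control wells lacked labelled fibronectin entirely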
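Material: AH1F fibroblasts assembling fluorescent fibronectin matrix; amount: 10000 AH1F cells/well; medium: DMEM, 2% serum; reagent: Alexa488-fibronectin, 24 nM final in well; dosing: single compound dose, delivered by pin transfer; incubation: 1 h adhesion, overnight exposure; detection: fluorescence after three HBSS washes, excitation 485 nm, emission 525 nm; measure: fibronectin deposition inhibition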
Xi reactivation – X-chromosome reactivation activator; XiGFP mouse fibroblasts, % GFP-positive cells imaging, 3 d; cells co-treated with 5-aza-dC sensitizer; scaled so ellipticine positive control = 100%; activation, % at 7.58 µM; 360,000 tested, 0.055% active;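 active means mean normalized replicate activation at least 10% and every replicate at or above 10%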;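 further: 0% = median of on-plate neutral control wells and 100% = ellipticine 6 µM median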
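Material: XiGFP fibroblasts, SV40-immortalized. Buffer or medium: DMEM plus 5-aza-dC sensitizer. Compound: single concentration per compound, delivered by pin transfer. Times: 3 days compound exposure. Controls: ellipticine 6 µM.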
The depositor's hits bear a star; / = no result given; & = joins results of further samples; ! = a repeat was not active.

The line under a structure holds: esBAF inh	RAD54 branch	E-selectin induc	EWS-Fli inh	S100A4 MyoIIA	RAD52 inh	FN deposition inh	Xi reactivation
CO[C@@H]1CN(C)C(=O)c2cc(NC(=O)Nc3cccc(F)c3)ccc2OC[C@@H](C)N(C)C[C@H]1C
  -3.7	2.3	-0.1	-1.5	22.5	11.4	-3.8	0.3
COc1cc(/C=C(/NC(=O)c2ccccc2)C(=O)Nc2ccc(O)cc2)c([N+](=O)[O-])cc1OC
  /	/	/	7.0	-1.9	-10.0	-0.1	0.0
CO[C@H]1CN(C)C(=O)c2cc(NS(=O)(=O)c3cn(C)cn3)ccc2OC[C@H](C)N(CCC(F)(F)F)C[C@@H]1C
  -7.7	-7.9	-0.3	4.3	0.8	11.2	/	0.1
Cc1cccn2c(Nc3ccccc3)c(-c3ccccn3)nc12
  -6.0	3.4	6.2	19.6	-2.8	-1.4	-4.0	0.0
CC(C)N(C)C1CCN(S(=O)(=O)c2ccc(-c3ccc(=O)[nH]n3)s2)CC1
  -2.9	6.8	/	/	-7.4	3.7	3.1	0.2
CN(C)CCC#CC1(O)c2ccccc2-c2ccccc21
  -3.1	1.1	/	-4.6	-3.8	-6.1	2.2	0.0
COc1ccc2c3c([nH]c2c1)[C@@H](CO)N(C(=O)c1cccnc1)CC31CN(C(=O)NC(C)C)C1
  /	/	-0.4	1.9	-3.8	6.5	/	0.1
C[C@@H]1CN([C@@H](C)CO)C(=O)c2cccc(NS(=O)(=O)c3ccccc3)c2O[C@H]1CN(C)C
  -2.5	11.5	-23.8	5.7	0.4	1.0	1.2	0.3
Cc1coc2c1c(C)cc1oc(=O)c(CC(=O)N[C@@H](C)C(=O)O)c(C)c12
  -6.1	-7.2	/	-4.5	4.0	1.8	-1.5	0.1
CC(C)OC(=O)c1cccc(C(=O)O)n1
  /	0.2	/	/	6.3	-11.2	8.6	/
Fc1cccc(-c2ccc(C3[C@@H]4CN(Cc5cccnc5)C[C@H]3N4)cc2)c1 (some centres not stated)
  /	/	0.6&0.0	-1.4&22.9	-0.5&-3.6	55.2*!	7.6&-22.0	0.1&0.1
Cc1noc(C)c1NC(=O)N(C)C[C@H]1OCCCC[C@@H](C)Oc2ccc(NC(=O)CCC(F)(F)F)cc2C(=O)N([C@@H](C)CO)C[C@@H]1C
  3.0	-2.8	-0.2	-3.0	5.3	9.8	/	-0.6
COc1cccc(-c2nc(COc3ccc(Cl)cc3Cl)no2)c1
  5.0	/	-0.1	-16.1	0.0	2.4	4.0	-0.1
O=C(Nc1ccccc1)C1=C[C@@H](C2CCCCC2)C[C@@H](OCc2ccc(CO)cc2)O1
  -0.2	4.7&0.6	-0.3	-111.7&-55.3	1.7&-2.5	5.1&-60.9	-9.1	0.0
O=C(Nc1ccc(Cl)cc1)Nc1ccccc1CC[N+](=O)[O-]
  4.3	-8.0	/	-5.8	4.9	-28.0	/	0.0
COc1ccc(Nc2nc(N)nc(CSc3nccn3C)n2)cc1
  /	/	/	-28.0	-1.8	-3.4	4.2	0.0
C[C@H](CO)N1C[C@H](C)[C@@H](CN(C)Cc2ccc3c(c2)OCO3)Oc2c(NC(=O)CCCCCC(=O)Nc3ccccc3N)cccc2C1=O
  /	/	0.0	1.3	4.4	-13.9	/	-0.1
CCOC(=O)c1ccc(NC(=S)NN)cc1
  /	0.2	-0.8	16.6	-4.8	-29.0	-4.8	0.1
CCS(=O)(=O)N[C@@H]1CC[C@H](CC(=O)Nc2ccc(-c3ccccc3)cc2)O[C@@H]1CO
  3.2	-14.0	-0.1	-2.1	-2.7	-10.3	-3.7	0.1
CC(C)NC(=O)N(C)C[C@H]1Oc2ccc(NC(=O)Cc3cn(C)c4ccccc34)cc2C(=O)N([C@H](C)CO)C[C@@H]1C
  3.6	-0.9	-14.1	11.2	-21.2	6.5	/	0.1
Cc1ccc(N2CC(NS(=O)(=O)c3cccs3)CC2=O)cc1C (configuration not stated)
  4.2	-15.6	-0.3	-0.5	-1.8	-10.8	-0.8	0.0
CC(C)NC(=O)Nc1cccc2c1O[C@H](CN(C)S(=O)(=O)c1cn(C)cn1)[C@H](C)CN([C@H](C)CO)C2=O
  -3.5	4.9	-0.1	-7.0	-8.1	-2.2	0.9	0.0
COc1cc2oc3cc(C#Cc4ccc(N)cc4)ccc3c(=O)c2cc1OC
  -1.7	-5.1	1.0	55.5*	-2.0	-14.9	1.6	0.2
CN(C)CCN(Cc1ccccc1)S(=O)(=O)c1ccc2c(c1)n(C)c(=O)c(=O)n2C
  /	10.3	1.6	-0.3	4.8	-13.8	4.4	-0.2
COCCn1c(SCC(=O)Nc2ccc3c(c2)OCCO3)nnc1C(C)C
  -0.7	12.2	-0.1	-6.0	15.9	11.8	2.6	0.1
O=C(NCc1ccc(OC(F)(F)F)cc1)C1CC2Cn3c(nc4ccccc43)C2N1Cc1ccccc1 (configuration not stated)
  1.8	1.0	-0.2	-4.8	2.6	-12.7	-5.9	0.0
Cc1ccc(S(=O)(=O)N2C[C@H](O)COC[C@@H]3O[C@H](CC(=O)N[C@H]4CCN(Cc5ccccc5)C4)CC[C@H]32)cc1
  -2.6	2.1	-0.1	-5.8	8.0	13.0	-3.8	0.1
CCC1(C)Cc2c(sc(NC(=S)NC(=O)c3ccccc3)c2C#N)CO1 (configuration not stated)
  28.7	/	/	-22.1	-4.9	-22.0	-4.6	0.0
CCOc1cc(/C=C2\SC(=Nc3ccc(CC)cc3)NC2=O)ccc1OCC(=O)O
  /	/	-0.1	12.0	0.4	-28.2	20.5	0.1
C[C@@H]1CCCCO[C@H](CN(C)C(=O)Cc2ccccc2)[C@@H](C)CN([C@@H](C)CO)C(=O)c2cc(NC(=O)Nc3ccc(F)cc3)ccc2O1
  3.7	-2.1	0.0	4.4	-0.1	10.2	/	-0.4
COc1cc2c(-c3ccccc3O)nc3c(c(C)nn3-c3ccccc3)c2cc1OC
  -1.7	4.8	/	/	/	/	3.5	0.0
CCCC(=O)N1CCC2(CC1)CN(S(=O)(=O)c1ccc(C)cc1)[C@H](CO)c1[nH]c3cc(OC)ccc3c12
  /	/	1.1	2.5	-4.2	5.7	/	0.3
O=C(NCc1ccco1)C1CCC(N2C(=O)C3C4CCC(C4)C3C2=O)CC1 (configuration not stated)
  /	/	/	2.7	2.4	-11.1	6.3	0.0
Cc1nc(C(=O)NC2CCCCC2)sc1C1(C)CC(c2cccc([N+](=O)[O-])c2)=NO1 (configuration not stated)
  6.3	5.0	0.0	-8.9	-0.8	-4.1	26.1	0.0
CN(C)CC(=O)N[C@@H]1CC[C@H](CCNC(=O)C2CC2)O[C@@H]1CO
  /	/	-0.4	-2.7	-31.8	10.8	-5.2	-0.4
NC(=O)CC(NC(=O)c1ccccc1)c1ccc(NCc2ccccc2)c([N+](=O)[O-])c1 (configuration not stated)
  11.4	3.2	0.2	-0.7	/	/	0.5	0.1
CC(C)CC1NC(=O)N(CC(=O)Nc2ccc3c(c2)CCC3)C1=O (configuration not stated)
  -1.1	-0.1	-0.4	0.9	-1.3	-1.5	16.5	0.0
O=C(CNC(=O)c1cccnc1)N=Nc1c(O)[nH]c2c(Br)cc(Br)cc12
  -15.8	-3.1	/	/	-11.3	-6.2	7.0	0.1
Cc1ccc(-c2nnc(N3CC(C)OC(C)C3)c3ccccc23)cc1 (configuration not stated)
  /	/	/	11.2	-0.6	-8.5	-12.0	0.0
CCCS(=O)(=O)c1nc(S(=O)(=O)c2ccc(C)cc2)c(NCCCN2CCCC2=O)s1
  -2.4	9.6	/	3.5	0.0	-6.5	-3.6	0.0
CCN(CC)C(=O)Cn1cc(S(=O)(=O)CC(=O)NCc2ccccc2)c2ccccc21
  -7.0	-12.3	/	4.2	1.5	-3.7	2.4	0.1
Cc1cccc(C)c1Nc1nnc(SCC(=O)NC2CCS(=O)(=O)C2)s1 (configuration not stated)
  /	-10.6	-0.5	/	/	/	0.2	0.6
Cc1ccsc1C1C2=C(CC(C)(C)CC2=O)Nc2ncnn21 (configuration not stated)
  2.8	-15.5	-0.8	1.1	-7.7	-20.4	-4.8	0.0
C[C@H](NC(=O)C[C@H]1C[C@@H]2c3cc(NC(=O)CC4CC4)ccc3O[C@@H]2[C@H](CO)O1)c1ccccc1
  -0.9	-7.6	-0.1	-3.4	3.2	-2.7	5.3	0.4
CC(C)N(C(=O)c1ccc(Cc2cn(C)c3ccccc23)nc1)C(C)C
  -2.4	-2.1	0.0	2.0	0.5	0.1	5.9	-0.1
C[C@H](CO)N1C[C@H](C)[C@H](CN(C)C(=O)c2ccc3c(c2)OCO3)Oc2ncc(C3=CCCC3)cc2C1=O
  -0.2	3.2	0.0	4.6	-1.5	-5.2	/	0.6
COC(=O)C1=C(C)N(Cc2ccccc2C(F)(F)F)C(=NCc2ccccc2)NC1c1ccc(C(F)(F)F)cc1 (configuration not stated)
  /	/	-0.4	22.2	-10.6	-2.2	12.0	0.5
COC(=O)[C@@]1(C)CC[C@]2(C)CC[C@@]3(C)C(=CC(=O)C4[C@@]5(C)CC[C@H](O)C(C)(C)[C@@H]5CC[C@]43C)[C@H]2C1 (some centres not stated)
  -2.3	-0.1	-0.1	-17.0	/	/	-2.0	0.1
Cc1ccc([N+](=O)[O-])cc1N=Nc1c(C)[nH]n(C(N)=S)c1=O
  -3.8	0.1	-0.3	13.9	-0.1	-10.2	-4.6	0.0
CCCCOCC1CN(CCCC)S(=O)(=O)c2c(cccc2Sc2ccc(OC)c(OC)c2)O1 (configuration not stated)
  /	/	0.1	5.0	-1.6	-9.2	2.6	0.0
Cc1ccc(S(=O)(=O)NN2C(=O)c3ccccc3NC2c2ccccc2)cc1 (configuration not stated)
  -13.0	/	/	11.1	-4.7	-2.1	16.9	0.0
CCc1ccccc1NC(=S)N(CCOC)C(C)c1ccco1 (configuration not stated)
  -7.2	-11.0	/	-0.4	-6.4	-3.6	0.5	-0.2
C[C@@H]1CN([C@@H](C)CO)C(=O)Cc2cc(NS(C)(=O)=O)ccc2O[C@@H]1CN(C)S(=O)(=O)c1ccc(Cl)cc1
  0.0	0.7	/	-3.0	9.6	0.7	/	-0.1

Some of the entries so far, bar-delimited.
SMILES | esBAF inh | RAD54 branch | E-selectin induc | EWS-Fli inh | S100A4 MyoIIA | RAD52 inh | FN deposition inh | Xi reactivation
COc1cc2c(-c3ccccc3O)nc3c(c(C)nn3-c3ccccc3)c2cc1OC | -1.7 | 4.8 | / | / | / | / | 3.5 | 0.0
CCCC(=O)N1CCC2(CC1)CN(S(=O)(=O)c1ccc(C)cc1)[C@H](CO)c1[nH]c3cc(OC)ccc3c12 | / | / | 1.1 | 2.5 | -4.2 | 5.7 | / | 0.3
O=C(NCc1ccco1)C1CCC(N2C(=O)C3C4CCC(C4)C3C2=O)CC1 (configuration not stated) | / | / | / | 2.7 | 2.4 | -11.1 | 6.3 | 0.0

From PubChem BioAssay
